High-throughput results (PubChem BioAssay)
PGC1a acetyl inh: inhibitors of PGC1a acetylation signal, primary screen, cell-based, U2OS, AlphaScreen, inhibitor mode. AlphaScreen anti-acetyl-lysine; with virally co-expressed GCN5 acetyltransferase. inhibition, % at 15.6 µM. actives 0.17% (n = 350,000). AID 651687, 2012;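 active means every replicate shows inhibition of at least 40%; inconclusive means mean inhibition at least 40% but some replicate below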;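 further: 0% = neutral control wells and 100% = positive control wells; some results beyond the cut were filed as inactive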
S100A4 inh HTS: inhibitors of S100A4-myosin IIA peptide binding, primary screen, biochemical, fluorescence polarization, TAMRA-MyoIIA peptide; Protein S100-A4 (Homo sapiens), P26447; inhibition, % at 10.7 µM; actives 0.14% (n = 360,000);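 active means mean inhibition of at least 70% across replicates, with every replicate also reaching that level; inconclusive means mean inhibition reaches 70% but some replicates fall short; inactive means mean inhibition below 70%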
Target sequence (P26447 whole entry, looked up): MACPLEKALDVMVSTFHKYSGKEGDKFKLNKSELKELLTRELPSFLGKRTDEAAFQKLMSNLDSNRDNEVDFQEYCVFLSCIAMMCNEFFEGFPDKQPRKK
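System – human S100A4 monomer protein, biochemical binding assay · Buffer or medium – Calcium-containing HEPES buffer, pH 7.2 · Timing – 5 min between mix addition and reading · Also added – TAMRA-labelled myosin IIA heavy-chain peptide probe, 5 nM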
LGR2 antag: inhibitors of bursicon-induced LGR2 CRE-luciferase signal, primary screen, cell-based, HEK293, CRE-luciferase reporter, bursicon stimulation; Drosophila bursicon receptor LGR2 (rickets); actives 0.35% (n = 380,000); AID 720647, 2013; inhibition, % at 9.99 µM; bursicon-stimulated, 4 h;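 active means drop in luminescence signal, shown as inhibition above about 50% in the replicate tests, limit read from the data, passing the limit was not always enough; inconclusive means probably only some replicates passing the limit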;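 further: agonist challenge used bursicon conditioned medium at about half maximal strength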
ERAP1 inh: human ERAP1 aminopeptidase inhibitors, primary screen, biochemical, single point, plate reader; inhibition, % at 10.7 µM; recombinant ERAP1, Leu-AMC fluorescence, 60 min; Endoplasmic reticulum aminopeptidase 1 (Homo sapiens), Q9NZ08; actives 0.15% (n = 340,000);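 active means mean replicate inhibition of at least 30%, or all replicates individually reaching that 30% level; inactive means mean below 30% and not every replicate reaching it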;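 further: 0% = neutral control wells and 100% = L-leucinethiol positive control wells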
Target sequence (Q9NZ08 whole entry, looked up): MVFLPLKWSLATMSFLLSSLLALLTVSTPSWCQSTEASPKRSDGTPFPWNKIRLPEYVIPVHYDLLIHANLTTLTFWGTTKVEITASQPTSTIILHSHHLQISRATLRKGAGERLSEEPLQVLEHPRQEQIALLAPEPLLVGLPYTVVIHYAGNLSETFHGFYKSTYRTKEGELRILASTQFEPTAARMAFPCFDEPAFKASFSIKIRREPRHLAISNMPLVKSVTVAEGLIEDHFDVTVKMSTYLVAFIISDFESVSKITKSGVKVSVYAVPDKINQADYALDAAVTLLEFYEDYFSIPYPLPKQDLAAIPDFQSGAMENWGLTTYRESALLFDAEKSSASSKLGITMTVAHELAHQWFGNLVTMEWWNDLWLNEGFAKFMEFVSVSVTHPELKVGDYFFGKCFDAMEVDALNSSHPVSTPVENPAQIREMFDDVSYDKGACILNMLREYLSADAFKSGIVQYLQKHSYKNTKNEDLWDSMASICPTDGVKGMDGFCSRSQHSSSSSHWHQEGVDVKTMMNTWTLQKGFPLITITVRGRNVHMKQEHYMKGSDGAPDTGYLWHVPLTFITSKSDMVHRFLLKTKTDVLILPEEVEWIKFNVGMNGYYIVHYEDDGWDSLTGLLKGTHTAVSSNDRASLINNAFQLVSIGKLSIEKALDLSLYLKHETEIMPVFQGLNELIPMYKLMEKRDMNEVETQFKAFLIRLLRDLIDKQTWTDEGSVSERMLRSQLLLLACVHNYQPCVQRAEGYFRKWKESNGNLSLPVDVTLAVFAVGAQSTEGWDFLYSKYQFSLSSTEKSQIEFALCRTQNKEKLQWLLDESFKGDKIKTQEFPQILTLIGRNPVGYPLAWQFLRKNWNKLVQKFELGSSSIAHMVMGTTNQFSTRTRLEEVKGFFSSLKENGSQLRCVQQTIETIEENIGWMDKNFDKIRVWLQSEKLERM
SIRT5 block: SIRT5 desuccinylase inhibitors, primary screen, biochemical, fluorescence imaging, single point, set 5 | NAD-dependent protein deacylase sirtuin-5, mitochondrial (Homo sapiens), Q9NXA8 | Purified SirT5, succinyl-peptide AMC, trypsin-coupled fluorescence | inhibition, % at 15 µM | actives 1.1% (n = 330,000); in the data active means inhibition above about 15%; inconclusive means no clear call, values can overlap the other calls
Xi reactivation: activators of inactive X chromosome reactivation, primary screen, imaging, XiGFP fibroblasts, GFP high-content imaging, set 2; activation, % at 7.58 µM; XiGFP mouse fibroblasts, % GFP-positive cells imaging, 3 d; cells co-treated with 5-aza-dC sensitizer; scaled so ellipticine positive control = 100%; AID 743238, 2013; actives 0.055% (n = 360,000);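 active means mean normalized replicate activation at least 10% and every replicate at or above 10%; inconclusive means only one of the two criteria met; inactive means mean below 10% and not all replicates reach 10%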;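 further: 0% = median of on-plate neutral control wells and 100% = ellipticine 6 µM median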
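System: 68-5-11 XiGFP fibroblast line; Timing: 3 days compound exposure; Compound dosing: one concentration, pinned; Benchmarks: positive control ellipticine, 6 µM final; Buffer or medium: DMEM containing 5-aza-dC.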
Cneo AK release: Cryptococcus neoformans cell lysis inducers, primary screen, AK release luminescence, single concentration; C. neoformans lysis, adenylate kinase release luminescence, 4 h; normalised: neutral wells 0, clomiphene wells 100; lysis activity, % at 15 µM; actives 0.2% (n = 360,000);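 active means mean lysis activity across replicates of at least 80%, whatever share of replicates individually reach that level; inactive means mean lysis activity below 80%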
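Assay system: log-phase C. neoformans yeast / Quantity: yeast cell density of 5 × 10^6 cells/mL / Medium: fresh YPD growth medium / Compound: single dose / Timing: static 4 h at 37 °C with compound, 1 h detection / Measured by: adenylate kinase release luminescence / Read-out: lysis from increased AK signal / Benchmarks: Clomiphene as positive lysis control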
Statin myotox sup: suppressors of statin myotoxicity in C2C12 myotubes, primary screen, cell-based, single point, plate reader | C2C12 myotubes + simvastatin, ATP luminescence, 48 h; scaled: DMSO 0, geranylgeraniol control 100 | rescue of ATP level, % at 7.49 µM | actives 0.78% (n = 330,000);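 active means mean ATP rescue above about 67%, or every replicate alone reaching that limit, limit read from the data, passing the limit was not always enough; inconclusive means no clear call, values can overlap the other calls; inactive means mean under the limit and some replicate under it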;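 further: myotubes were challenged with 10 µM simvastatin during compound exposure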
* marks the source's active call; other numbers are inactive results; ? = inconclusive; nt = not tested or not shown; & = joins results of further samples.

SMILES	PGC1a acetyl inh	S100A4 inh HTS	LGR2 antag	ERAP1 inh	SIRT5 block	Xi reactivation	Cneo AK release	Statin myotox sup
COCCNC(=O)CSc1ccc(-c2nc3ccccc3[nH]2)cn1	2	2	-3	-1	14	0.0	-2	-1
O=C(CCS(=O)(=O)c1ccccc1)Nc1nc2c(s1)CCCC2	nt	1	-16	5	4	-0.1	-2	6
COc1ccc(S(=O)(=O)Nc2cccc3c2O[C@H](CN(C)C(=O)Nc2c(C)noc2C)[C@@H](C)CN([C@@H](C)CO)C3=O)cc1	-12	-2	-4	7	0	-0.1	-2	-7
C/C=C/c1ccc([C@H]2[C@H](CO)N(C(=O)c3cnccn3)C23CN(C(=O)C2CC2)C3)cc1	-10	12	-2	0	-14	0.4	nt	nt
CCS(=O)(=O)Nc1ccc2c(c1)C(=O)N(C)[C@H]1CC[C@@H](CC(=O)N[C@@H]3CCN(Cc4ccccc4)C3)O[C@@H]1CO2	nt	nt	9	nt	nt	0.2	2	8
O=C(CSC1=NS(=O)(=O)c2cc(Cl)ccc2N1)Nc1ccccc1C(F)(F)F	nt	-5	-9	-2	-2	0.4	-1	4
COc1ccccc1CNC(=O)Nc1nnc([C@H]2C[C@H](O)[C@@H](CO)O2)s1	nt	-3	2	-2	-3	0.1	7	-6
COc1ccccc1N(C)S(=O)(=O)c1ccc(C(=O)OC(C)C(=O)NCc2ccc3c(c2)OCO3)cc1 (configuration not stated)	nt	-3	nt	2	-5	0.0	nt	nt
C[C@@H]1CN([C@@H](C)CO)C(=O)c2cc(NS(=O)(=O)c3cn(C)cn3)ccc2O[C@@H](C)CCCCO[C@H]1CN(C)S(=O)(=O)c1ccc(Cl)cc1	10	-10	4	-1	4	-0.7	4	nt
Cc1ccc(-n2nc3c(c2NC(=O)c2ccc4c(c2)OCO4)CS(=O)C3)c(C)c1 (configuration not stated)	nt	6	-18	3	1	0.0	10	nt
O=C(CSc1nc(=O)n2ccccc2n1)NCc1ccccc1	nt	1	1	-2	-2	0.0	1	4
CN(C[C@@H]1[C@@H](c2ccccc2)[C@H](CO)N1C(=O)C1CCC1)C(=O)c1ccccn1	3	9	4	-1	2	0.1	-1	4
CO[C@H]1CN(C)C(=O)c2ccc(NS(C)(=O)=O)cc2OC[C@H](C)N(C(=O)CN(C)C)C[C@@H]1C	9	5	-4	2	-5	0.0	-4	10
Nc1ncc(-c2ccccc2)c(-c2ccc(OCc3ccccc3)cc2O)n1	6	-6	-3	0	-1	2.0	-5	14
C=CCOC(=O)C1=C[C@@H](c2cn(C(C)=O)c3ccccc23)C[C@@H](OCc2ccc(CO)cc2)O1	-9&-21	-4&-11	5	3&2	-5&-1	0.5	-1&14	7
Cc1cccc(NC(=O)C2CCCN(c3nc(C)cc(C)n3)C2)c1 (configuration not stated)	8	2	-9	0	2	nt	3	nt
CSc1ncccc1C(=O)Nc1cccc(S(=O)(=O)N2CCCCC2)c1	5	-3	4	-1	-2	0.0	-1	-7
CC(C)C(=O)Nc1ccc2c(c1)C(=O)N(C)[C@@H]1CC[C@@H](CC(=O)N[C@@H](C)c3ccccc3)O[C@H]1CO2	4	nt	9	nt	nt	0.2	3	7
CCOc1ccc(-c2c(C(=O)N/N=C/c3ccc(Cl)cc3)nnn2-c2nonc2N)cc1	nt	-1	7	-1	-2	0.0	0	4
CCn1ncc(CN2CCN(Cc3cccc(OC)c3)C(CCO)C2)c1C (configuration not stated)	nt	-4	-17	-5	-6	0.0	nt	nt
O=C(Nc1nnc([C@@H]2C[C@H](O)[C@@H](CO)O2)s1)c1cccc(Cl)c1	3	3	-14	-2	0	0.2	1	-10
O=S(=O)(c1ccc(F)cc1)N1C[C@@H]2[C@H](c3ccccc31)[C@@H](CO)N2Cc1ccc2c(c1)OCO2	-26	11	4	0	2	3.0	1	32
C[C@H](CO)N1C[C@H](C)[C@H](CN(C)S(=O)(=O)c2ccccc2)Oc2ncc(-c3cccc(F)c3)cc2C1=O	-10	1	1	-2	-1	0.2	2	6
CCCN(C)C[C@H]1Oc2cc(C#Cc3ccccn3)ccc2S(=O)(=O)N([C@H](C)CO)C[C@H]1C	-17	10	-27	1	-2	0.5	0	19
CCCCC1(C)OC(=O)C(=Cc2c[nH]c3ccccc23)C(=O)O1 (configuration not stated)	-4	19	1	8	0	0.7	nt	nt
C[C@H]1CN([C@@H](C)CO)C(=O)c2cccc(NC(=O)Nc3ccc(F)cc3)c2O[C@@H]1CN(C)S(=O)(=O)c1ccc(F)cc1	-9	8	5	0	0	0.0	-2	-16
O=C(CNC(=O)c1cccc(-n2cnnn2)c1)Nc1ccc(F)c(F)c1	-2	-10	-1	2	-1	0.0	-1	7
COCCNC(=O)C[C@@H]1C[C@H]2c3cc(NC(=O)Nc4ccc(C(F)(F)F)cc4)ccc3O[C@H]2[C@@H](CO)O1	5	2	-7	-2	2	0.2	-2	-2
COc1cc(C(=O)NC(=S)NNC(=O)c2ccc3c(c2)OCO3)cc(OC)c1OC	6	6	11	2	10	-0.1	-5	nt
CC(C)(C)OC(=O)C[C@H]1C/C=C\C[C@@H](CC(=O)N(CCO)Cc2ccccc2)C(=O)N2CCC[C@H]2COC1=O	5	3	-30	-1	-3	nt	1	-4
COc1ccc(OC)c(/C=N\NC(=O)c2ccc(-c3ccccc3)cc2)c1	nt	1	?	-1	8	0.2	0	nt
CCCCC1(Br)C(=O)N(c2ccccc2)N(c2ccccc2)C1=O	1	-4	-7	-1	4	0.4	0	-9
Cc1ccc(S(=O)(=O)N2CCC(=O)N([C@H](COCc3ccccc3)C(C)C)CC2)cc1	nt	-5	11	0	nt	-0.1	nt	nt
S=c1[nH]c(-c2cccs2)cn1-c1ccccc1	2	1	-41	-2	2	0.3	11	?
C[C@@H]1CN([C@H](C)CO)C(=O)c2cc(NC(=O)CCN3CCOCC3)ccc2O[C@H]1CN(C)C(=O)Nc1ccccc1	12	-3	1	-1	2	-0.4	1	-3
CC(C)NC(=O)N(C)C[C@@H]1Oc2ncc(C#Cc3ccccc3)cc2C(=O)N([C@H](C)CO)C[C@@H]1C	2	8	-32	1	-4	-1.3	1	-21
COc1ccc2c3c([nH]c2c1)[C@@H](CO)N(CC1CCOCC1)CC31CN(C(=O)C2CC2)C1	nt	1	3	1	-8	0.4	nt	nt
CCCNC(=O)N1CC2(C1)[C@H](c1ccccc1)[C@@H](CO)N2Cc1cccc(Cl)c1	-6	9	7	0	1	0.0	nt	nt
Cc1ccc(C)c(S(=O)(=O)N2CCCOC2CNC(=O)C(=O)NCCc2ccco2)c1 (configuration not stated)	-4	1	-9	2	-2	-0.1	0	-12
O=C(CSc1nc2ccccc2c(=O)n1CC1CCCO1)NCC1CCCO1 (configuration not stated)	1	0	5	3	0	nt	1	-2
CCOc1ccc(OCC(=O)Nc2c3c(nn2C(C)(C)C)CS(=O)(=O)C3)cc1	-4	-4	-10	3	-1	0.3	3	9
CC(=O)c1ccc(OCc2cc(C(=O)N3CCN(C4CCCC4)C(=O)C3)no2)cc1	nt	-1	-17	2	-1	0.3	2	16
COCCN(Cc1ccco1)C(=O)Cn1ncc2c(=O)oc3ccccc3c21	nt	-6	2	-2	0	-0.1	nt	nt
CCCc1cc(C(=O)N(C2CCCCC2)C2CCCCC2)no1	nt	5	30	-1	0	0.3	-5	1
Cn1c(SCC(=O)N/N=C/C=C\c2ccccc2[N+](=O)[O-])nc2ccccc21	nt	-2	7	18	-7	0.0	-1	nt
CN1C(=O)c2cc(NC(=O)C3CCCCC3)ccc2OC[C@@H]2O[C@H](CC(=O)NCC3CCCCC3)CC[C@H]21	0	-7	12	4	8	0.0	nt	nt
Cc1c(C2(O)CCCCC2)[nH]c2ccc(C#N)cc12	-8	nt	-9	nt	nt	0.2	0	34
COc1ccc(CCNC(=O)C(=O)NCC2OCCN2S(=O)(=O)c2ccc(Br)cc2)cc1 (configuration not stated)	6	-4	-6	2	-3	0.5	-1	0
CCOc1ccc(N2Cc3ccccc3C2)cc1	0	-1	-29	14	1	nt	-2	1
Cc1noc(C)c1S(=O)(=O)Nc1ccc2c(c1)C(=O)N([C@@H](C)CO)C[C@@H](C)[C@@H](CN(C)C(=O)CCCN(C)C)OCCCC[C@H](C)O2	0	nt	-7	nt	nt	-0.1	-8	nt
O=C(c1ccc(Br)cc1)N1CCN(S(=O)(=O)c2ccccc2)CC1	nt	-5	13	0	5	0.1	-4	18

Of the compounds above, 8 have an aryl methoxy group.
SMILES	PGC1a acetyl inh	S100A4 inh HTS	LGR2 antag	ERAP1 inh	SIRT5 block	Xi reactivation	Cneo AK release	Statin myotox sup
COc1ccc(S(=O)(=O)Nc2cccc3c2O[C@H](CN(C)C(=O)Nc2c(C)noc2C)[C@@H](C)CN([C@@H](C)CO)C3=O)cc1	-12	-2	-4	7	0	-0.1	-2	-7
COc1ccccc1CNC(=O)Nc1nnc([C@H]2C[C@H](O)[C@@H](CO)O2)s1	nt	-3	2	-2	-3	0.1	7	-6
COc1ccccc1N(C)S(=O)(=O)c1ccc(C(=O)OC(C)C(=O)NCc2ccc3c(c2)OCO3)cc1 (configuration not stated)	nt	-3	nt	2	-5	0.0	nt	nt
CCn1ncc(CN2CCN(Cc3cccc(OC)c3)C(CCO)C2)c1C (configuration not stated)	nt	-4	-17	-5	-6	0.0	nt	nt
COc1cc(C(=O)NC(=S)NNC(=O)c2ccc3c(c2)OCO3)cc(OC)c1OC	6	6	11	2	10	-0.1	-5	nt
COc1ccc(OC)c(/C=N\NC(=O)c2ccc(-c3ccccc3)cc2)c1	nt	1	?	-1	8	0.2	0	nt
COc1ccc2c3c([nH]c2c1)[C@@H](CO)N(CC1CCOCC1)CC31CN(C(=O)C2CC2)C1	nt	1	3	1	-8	0.4	nt	nt
COc1ccc(CCNC(=O)C(=O)NCC2OCCN2S(=O)(=O)c2ccc(Br)cc2)cc1 (configuration not stated)	6	-4	-6	2	-3	0.5	-1	0

These rows are one share of the data. The share of hits here may be higher or lower than overall.
